Source: PubChem
T cell modulator – modulators of CD8 T cell-vesicle binding, primary screen, mouse 2C CD8+ T cells, flow cytometry; calls only at 7 µM; 330,000 compounds, 0.068% hits; 2C CD8+ T cell-vesicle binding; stronger effect = lower value;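 active means response, share of CD8 T cells binding vesicles, and their 90th percentile fluorescence all below set limits, cut at about 80% in these data, passing the limit was not always enough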
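incubation = binding step 1.5 h, 37 °C, antibody labelling 20 min, ice | test system = 2C mouse CD8+ T cells | read-out basis = percent CD8+ FL2 mean versus row control | controls = Peptide-free naked vesicles (low) and QL9 vesicles with 0.7% DMSO vehicle (high) | detection = flow cytometry of vesicle-bound cells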
MgcRacGAP inhibition – MgcRacGAP GTPase-activating activity inhibitors, confirmation, biochemical, ADP Hunter fluorescence. Rac GTPase-activating protein 1 (Homo sapiens). MgcRacGAP-stimulated Rac1 GTP hydrolysis, ADP Hunter fluorescence; higher % means a stronger effect; GST-tagged Rac1 F28L mutant substrate. inhibition, % at 30 µM, or IC50 in µM where a hit was titrated. 340,000 compounds, 0.6% hits;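 active means first-screen hits whose inhibition reached a set limit at any dose in the follow-up dose series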;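 further: fluorescence reports GDP produced by GAP-driven GTP hydrolysis; strong numbers were not always called active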
RSV CPE inhibition – RSV antiviral activity via CPE protection, HEp-2 cells, primary 10 µM value included (AID 2391). HEp-2 cells, RSV-induced CPE inhibition; higher % means a stronger effect. CPE inhibition, % at 10 µM; hits with a dose series show IC50 in µM. 310,000 compounds, 0.13% hits; in the data active means a potency from the dose series; further: strong numbers were not always called active
SV40 large T antigen – SV40 large T antigen inhibitors, biochemical (AID 1903). SV40 large T antigen ATPase/helicase inhibition assay; higher % means a stronger effect. inhibition, % at 20 µM; hits with a dose series show IC50 in µM. 310,000 compounds, 0.39% hits; in the data active means a potency from the dose series; further: strong numbers were not always called active
WT yeast gro inh – growth inhibition of WT strain, primary screen, mitochondrial fusion inhibitor project, WT and mutant strains, chemical genetic | mitochondrial fusion phenotypic screen | inhibition, % at 10 µM | 190,000 compounds, 2.1% hits; in the data active means inhibition above about 58%; tested in S. cerevisiae
PhoP inhibition – inhibitors of PhoP regulon expression, primary screen, Salmonella Typhimurium, GFP reporter (AID 1863); one-dose inhibition, % at 50 µM; IC50 in µM for titrated hits; S. Typhimurium PhoP-regulated promoter GFP reporter, 4 h; higher % means a stronger effect; 300,000 compounds, 0.16% hits;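 active means inhibition over 29.93%, a cutoff 3 SD above the screen mean, later confirmed by dose response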;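 further: 0% = low Mg2+ inducing control and 100% = high Mg2+ repressing control; strong numbers were not always called active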
Myeloid diff 2 – induction of myeloid progenitor differentiation, primary screen, cell-based, flow cytometry, MLPCN library. calls only at 10 µM. 360,000 compounds, 1% hits. ER-HoxA9 myeloid progenitors, lysozyme-GFP differentiation;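 active means normalized GFP-positive differentiation at or above the plate's own cutoff, the solvent-only control mean plus 3 SD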;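 further: cells exposed to compound for four days before flow analysis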
West Nile virus CPE – West Nile virus antiviral activity, cell-based, CPE readout (AID 1621); West Nile virus-infected cells, CPE inhibition; higher % means a stronger effect; CPE inhibition, % at 10 µM; hits with a dose series show IC50 in µM; 290,000 compounds, 0.02% hits; in the data active means a potency from the dose series; further: strong numbers were not always called active
b-catenin transl – modulators of beta-catenin nuclear translocation, primary screen, imaging, HeLa cells, immunofluorescence, high-content | AID 1665, 2009 | 190,000 compounds, 0.3% hits | nuclear translocation activity, % at 5 µM;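 active means nuclear translocation activity above 50% at 5 µM, with a well cell count of 50 or more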;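 further: per-cell ratio of nuclear to cytoplasmic median beta-catenin stain intensity; plate controls were DMSO negative control for no effect and GSK-3 inhibitor IX positive control for full effect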
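Test system: human HeLa cells, native beta-catenin. Compound dosing: 5 µM primary single dose, 0.1% DMSO, 0.02–20 µM confirmation series. Incubation: compound exposure 24 h at 37°C. Detection: beta-catenin immunostaining with DAPI counterstain, 20x imaging, 6 fields/well. Read-out basis: Nuclear/cytoplasmic beta-catenin signal ratio, % activation.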
WT yeast gro inh mutant strain – second read-out of WT yeast gro inh, no call of its own (marks repeat the call); inhibition, %; mitochondrial fusion phenotypic screen, mutant strain inhibition
b-catenin transl cell count 5 µM – second read-out of b-catenin transl, no call of its own (marks repeat the call); cell count; measured here: cell count, cytotoxicity flag
T cell modulator vesicle-bound % – second read-out of T cell modulator, no call of its own (marks repeat the call); double positive events, %; measured here: CD8+ vesicle-bound cell fraction;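 binding gate set so that unloaded-vesicle control wells show 10% double positive cells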
Myeloid diff 2 GFP+ MAC1+ % – also measured in Myeloid diff 2; calls as there; GFP+ MAC1+ double positive, %; measured here: differentiation confirmed by MAC1 staining
* hit, by the source's call; i = inactive; / = no result given.

| Structure | PhoP inhibition | T cell modulator | Myeloid diff 2 GFP+ MAC1+ % | b-catenin transl cell count 5 µM | Myeloid diff 2 | RSV CPE inhibition | T cell modulator vesicle-bound % | WT yeast gro inh | b-catenin transl | SV40 large T antigen | MgcRacGAP inhibition | WT yeast gro inh mutant strain | West Nile virus CPE |
| --- | --- | --- | --- | --- | --- | --- | --- | --- | --- | --- | --- | --- | --- |
| COc1cccc(CN2CCNC(=O)C2CC(=O)N(C)C2CCCCC2)c1 (centres undefined) | -8% | i | 0.3 | / | i | 1.0% | 13 | / | / | 17% | 9% | / | -0.3% |
| Cc1ccc(SC(C)C(=O)Nc2ccccc2C(=O)N2CCOCC2)cc1 (centres undefined) | 6% | i | 1.6 | 1233 | i | 2.6% | 51 | -10 | -1.8 | -5% | 4% | 18 | -0.2% |
| Cn1nnnc1SCc1nc2scc(-c3ccccc3)c2c(=O)[nH]1 | -1% | i | 0.3 | 1194 | i | 20% | 30 | / | -4.9 | 12% | 2% | / | -0.9% |
| COc1ccc(NC(=O)CN(C)C(=O)CCc2nc3cc(S(=O)(=O)N4CCOCC4)ccc3n2C)cc1 | 1% | i | 0.4 | / | i | -2.4% | 23 | / | / | 65% | 4% | / | / |
| Cc1ccc(S(=O)(=O)N(C)/C(=N/S(=O)(=O)c2ccccc2)c2ccccc2)cc1 | -28% | i | 5.7 | 1014 | i | -0.3% | 14 | -2 | 0.1 | -3% | 7% | 1 | 0.2% |
| O=C(CN1C(=O)C2C3CC(C(Br)C3Br)C2C1=O)N1CCOCC1 (centres undefined) | -14% | i | 1.1 | / | i | 1.4% | 36 | -23 | / | -1% | 5% | 5 | 0.3% |
| COc1ccc(NC(=O)N2CCN(C(=O)C3CCCO3)CC2)cc1 (centres undefined) | -1% | i | 0.6 | / | i | 1.0% | 4 | / | / | 3% | 8% | / | 0.7% |
| CCOc1ccc(NC(=O)N2CCN(C(=O)c3ccco3)CC2)cc1 | 6% | i | 0.4 | / | i | 0.8% | 57 | / | / | 7% | 10% | / | -0.6% |
| CC1=NN(c2ccccc2)C(=O)/C1=C/N(C)C | -3% | i | 0.2 | 1271 | i | -0.3% | 15 | / | 1.7 | 6% | 8% | / | 0.4% |
| CC(C(=O)Nc1cccnc1)C1Sc2ccccc2NC1=O (centres undefined) | -2% | i | 0.5 | 1061 | i | 1.6% | 56 | -11 | -2.3 | -3% | 8% | -1 | -0.2% |
| O=C1c2ccccc2C(Nc2ccc(F)cc2F)N1CCN1CCOCC1 (centres undefined) | 14% | i | 1.9 | 1113 | i | 1.0% | 30 | 4 | -0.6 | 3% | 4% | 1 | -0.1% |
| CCOc1ccc(CNc2nnnn2C)cc1OC | 8% | i | / | / | / | 0.3% | 26 | / | / | 21% | 10% | / | 0.2% |
| Cc1ccc(OCC(=O)Nc2ccc3c(c2)nc(CCN2CCN(C)CC2)n3C)cc1 | -2% | i | 1.5 | 1042 | i | -1.6% | 29 | / | 0.8 | 7% | 1% | / | 0.1% |
| COc1ccccc1NC(=O)C(C)OC(=O)COc1cccc2c1OC(C)(C)C2 (centres undefined) | 12% | i | 0.4 | / | i | 2.9% | 44 | / | / | 8% | 7% | / | / |
| Cc1cccc(-c2nnc(SCCOc3ccc4c(C)cc(=O)oc4c3)o2)c1 | -3% | i | 1.6 | 1097 | i | 3.3% | 25 | 16 | 2.4 | 8% | 3% | 9 | 0.8% |
| NS(=O)(=O)c1ccc(CCNC(=S)Nc2ccccc2)cc1 | 7% | i | 0.6 | 1097 | i | 1.0% | 30 | -12 | -1.2 | -24% | 6% | -9 | 0.2% |
| NS(=O)(=O)c1cc(Cl)c(NC(=O)COC(=O)c2ccccn2)c(Cl)c1 | / | i | 0.9 | / | i | 3.2% | 32 | / | / | / | 1% | / | / |
| O=C(Nc1ccc2c(c1)CN(Cc1ccco1)CC2)C1CCCO1 (centres undefined) | -8% | i | 0.4 | / | i | 1.4% | 15 | / | / | 13% | 7% | / | -0.3% |
| COc1ccc(S(=O)(=O)NCC(c2ccco2)N2CCc3ccccc3C2)cc1 (centres undefined) | 11% | i | 0.6 | / | i | 4.8% | 31 | / | / | 19% | 2% | / | / |
| COc1ccccc1N1CCN(C(=O)Nc2cccc(C)c2)CC1 | 5% | i | 1.6 | 967 | i | 3.1% | 30 | -21 | -5.4 | 0% | 16% | -6 | -0.4% |

A run of entries of the results above, as a working copy:
| Structure | PhoP inhibition | T cell modulator | Myeloid diff 2 GFP+ MAC1+ % | b-catenin transl cell count 5 µM | Myeloid diff 2 | RSV CPE inhibition | T cell modulator vesicle-bound % | WT yeast gro inh | b-catenin transl | SV40 large T antigen | MgcRacGAP inhibition | WT yeast gro inh mutant strain | West Nile virus CPE |
| --- | --- | --- | --- | --- | --- | --- | --- | --- | --- | --- | --- | --- | --- |
| CC1=NN(c2ccccc2)C(=O)/C1=C/N(C)C | -3% | i | 0.2 | 1271 | i | -0.3% | 15 | / | 1.7 | 6% | 8% | / | 0.4% |
| CC(C(=O)Nc1cccnc1)C1Sc2ccccc2NC1=O (centres undefined) | -2% | i | 0.5 | 1061 | i | 1.6% | 56 | -11 | -2.3 | -3% | 8% | -1 | -0.2% |
| O=C1c2ccccc2C(Nc2ccc(F)cc2F)N1CCN1CCOCC1 (centres undefined) | 14% | i | 1.9 | 1113 | i | 1.0% | 30 | 4 | -0.6 | 3% | 4% | 1 | -0.1% |
| CCOc1ccc(CNc2nnnn2C)cc1OC | 8% | i | / | / | / | 0.3% | 26 | / | / | 21% | 10% | / | 0.2% |
| Cc1ccc(OCC(=O)Nc2ccc3c(c2)nc(CCN2CCN(C)CC2)n3C)cc1 | -2% | i | 1.5 | 1042 | i | -1.6% | 29 | / | 0.8 | 7% | 1% | / | 0.1% |

(continued)
| Structure | PhoP inhibition | T cell modulator | Myeloid diff 2 GFP+ MAC1+ % | b-catenin transl cell count 5 µM | Myeloid diff 2 | RSV CPE inhibition | T cell modulator vesicle-bound % | WT yeast gro inh | b-catenin transl | SV40 large T antigen | MgcRacGAP inhibition | WT yeast gro inh mutant strain | West Nile virus CPE |
| --- | --- | --- | --- | --- | --- | --- | --- | --- | --- | --- | --- | --- | --- |
| CCCN1CN(CCc2ccccc2)CNC1=S | 19% | i | 0.8 | 1062 | i | 0.7% | 46 | -13 | 0.9 | -45% | -6% | -7 | -1.0% |
| Nc1ccc(-c2nc3nc(N)nc(N)c3nc2-c2ccc(N)cc2)cc1 | 8% | i | 0.8 | 1151 | i | -1.9% | 53 | / | -1.8 | 15% | 9% | / | -0.2% |
| CCC(=O)Nc1ccc(NC(=O)CSc2nnc(-c3ccco3)n2C)cc1 | 0% | i | 0.5 | / | i | 0.5% | 38 | / | / | 13% | 7% | / | -0.3% |
| COc1ccc(C2NC3=C(CCC3)C3(C#N)C(OC)(OC)N=C(N)C23C#N)cc1 (centres undefined) | 2% | i | 0.4 | 1240 | i | 2.3% | 31 | 2 | -2.6 | 4% | 2% | 17 | 0.4% |
| c1ccc2c(c1)ccc1nnnn12 | / | i | 0.0 | / | i | 3.9% | 58 | / | / | 8% | 14% | / | / |
| Nc1cccnc1Oc1ccc(F)cc1F | -9% | i | 0.5 | 1274 | i | 0.7% | 16 | / | -5.0 | 10% | 4% | / | 0.5% |
| COC(=O)c1cc(Br)c(=O)n(CCC2=CCCCC2)c1 | -3% | i | 1.2 | / | i | -2.9% | 10 | -14 | / | 27% | 4% | -16 | -0.1% |
| Cc1cc(NC(=O)CSc2nc3ccccc3c(=O)n2Cc2ccc(F)cc2)no1 | -3% | i | 1.8 | 1049 | i | 1.1% | 51 | 46 | -3.9 | 27% | 5% | -12 | -0.6% |
| O=C(CSc1nc(-c2ccccc2)c(-c2ccccc2)o1)NC1CCS(=O)(=O)C1 (centres undefined) | -1% | i | 0.1 | 1082 | i | 1.9% | 60 | 2 | -1.3 | 5% | 7% | 6 | -1.8% |
| CN(C(=O)c1ccccc1C(=O)OCC(=O)Nc1ccc(OC(F)F)cc1)c1ccccc1 | / | i | 0.8 | / | i | 2.5% | 50 | / | / | / | 4% | / | / |
| CCN1CCN(Cc2ccc(NC(=O)Nc3ccccc3OC)cc2)CC1 | 2% | i | 1.6 | 1058 | i | -0.1% | 47 | 6 | 2.0 | -4% | 4% | 0 | -0.4% |
| COc1ccc(N(C(=O)c2cnccn2)C(C(=O)NCc2ccccc2)c2ccc(O)cc2)cc1 (centres undefined) | 11% | i | 1.3 | / | i | 2.8% | 44 | / | / | 16% | 11% | / | 0.0% |
| Cn1cnc(S(=O)(=O)Nc2ccc(C(F)(F)F)cc2)c1 | 7% | i | 1.5 | / | i | 0.2% | 15 | -11 | / | 2% | -1% | -15 | -0.1% |
| Cc1cccc(-n2ncc3c(=O)[nH]c(SCC(=O)NCCC4=CCCCC4)nc32)c1 | / | i | 0.5 | / | i | 0.5% | 48 | / | / | / | 6% | / | / |
| COc1cc(CN2CCCC(C)C2)cc([N+](=O)[O-])c1O (centres undefined) | 11% | / | 0.7 | 1427 | i | -1.0% | / | -7 | 2.0 | 12% | 10% | -16 | -0.1% |
| COc1ccc(/C(C)=N\NS(C)(=O)=O)c(OC)c1 | -13% | i | 0.7 | 552 | i | -0.1% | 32 | -18 | -2.9 | 15% | 2% | -5 | -0.1% |
| Cc1ccc(S(=O)(=O)NCC2CCC(C(=O)N3CCN(C)CC3)CC2)cc1 (centres undefined) | -6% | i | 1.7 | / | i | 0.2% | 30 | / | / | 3% | 10% | / | -0.3% |
| Cc1ccc(NC(=O)c2cc(-c3ccco3)on2)cc1 | -7% | i | 5.3 | 1023 | i | / | 50 | 8 | -4.1 | 6% | 7% | 1 | 0.5% |
| CCSc1nnc(N2C(=O)CC(c3ccsc3)C3=C2CC(C)(C)CC3=O)s1 (centres undefined) | 4% | i | 0.8 | 1102 | i | -0.1% | 43 | 10 | 1.2 | 16% | 8% | -2 | -0.2% |
| NC(=O)/C(=N\O)c1ccccc1 | -2% | i | 1.1 | / | i | 2.7% | 34 | -20 | / | 7% | -2% | -2 | -0.3% |
| Cc1oc(-c2ccc(Cl)cc2)nc1CS(=O)CC(=O)NCCCN1CCCC(C)C1 (centres undefined) | -6% | i | 0.0 | / | i | 0.9% | 29 | / | / | 9% | 10% | / | 0.6% |
| CCN(C(=O)C12CC3CC(CC(C3)C1)C2)C1CCS(=O)(=O)C1 (centres undefined) | 0% | i | 0.8 | / | i | -1.7% | 55 | / | / | 13% | 9% | / | / |
